# Screening data as filed in PubChem BioAssay.
# TAAR1 agonist: agonists of human TAAR1; Q96RJ0; CHO RD-HGA16 TAAR1, Fluo-8 calcium fluorescence; vehicle wells 0%, saturating PEA agonist 100%; activation, % at 3 µM; actives 0.99% (n = 360,000); AID 624467;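 active = activation above the mean activation of all test compounds in the run plus 3 SD, cut at about 38% in these data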
#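 System: CHO-derived RD-HGA16 cells with stable Gα16 and human TAAR1 / Times: 17-24 h plating, Fluo-8 75 min 37 °C, 30 min RT / Technique: calcium-sensitive Fluo-8 signal, excitation 470-495, emission 515-575 nm / Measure: % activation relative to PEA EC100 response / Benchmarks: DMSO and PEA EC100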
# OXTR potentiate: potentiators of human oxytocin receptor | CHO-OTR cells, Fluo-8 calcium fluorescence, potentiator mode; 0% = oxytocin EC15, 100% = EC100 | activation, % at 3 µM | actives 0.061% (n = 320,000);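 active = activation above that plate's cutoff, the mean activation of tested compounds plus 3 SD, cut at about 6.6% in these data, passing the limit was not always enough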;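 note: 100% uses oxytocin at 75 nM as the full agonist control; some results filed as inactive read as strong as hits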
# Target sequence (P30559 whole entry, looked up): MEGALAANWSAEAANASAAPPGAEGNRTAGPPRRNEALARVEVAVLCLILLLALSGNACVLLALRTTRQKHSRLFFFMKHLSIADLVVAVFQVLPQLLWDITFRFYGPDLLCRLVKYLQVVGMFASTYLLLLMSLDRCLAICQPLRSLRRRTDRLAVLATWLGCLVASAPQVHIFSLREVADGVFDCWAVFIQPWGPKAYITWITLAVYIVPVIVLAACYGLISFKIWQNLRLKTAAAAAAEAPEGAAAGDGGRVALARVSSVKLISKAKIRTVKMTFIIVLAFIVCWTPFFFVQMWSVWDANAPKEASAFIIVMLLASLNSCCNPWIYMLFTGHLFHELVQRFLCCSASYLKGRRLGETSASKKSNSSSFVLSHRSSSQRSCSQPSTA
#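 Measured by – Fluo-8 calcium dye fluorescence · Test system – human OTR in CHO cells · Dosing – one concentration, 3.0 µM compound · Controls – EC15 oxytocin alone as 0%, 75 nM oxytocin as 100% · Evaluation – normalized max/min fluorescence ratio, % activation · Timing – 6 min pre-incubation, 100 s read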
# TAAR1 antagonist: human TAAR1 antagonism. actives 1.5% (n = 360,000). CHO RD-HGA16 TAAR1, Fluo-8 calcium fluorescence, antagonist. inhibition, % at 3 µM. AID 624466. Q96RJ0;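 active = inhibition above a per-plate cutoff, the mean inhibition of test compounds on that plate plus 3 SD, cut at about 49% in these data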;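 note: 0% = DMSO plus EC80 beta-PEA response and 100% = DMSO alone without agonist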
#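 System: RD-HGA16 CHO cells with stable hTAAR1 and Gα16 | Probe or stimulus: EC80 β-phenethylamine stimulus | Dosing: 3 µM, single point | Times: Dye loading 75 min at 37 °C, then 30 min room temperature | Measured by: Fluo-8 calcium-sensitive fluorescence | Read-out basis: % inhibition of agonist calcium response | Replicates: n of 1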
# M1 PAM: positive allosteric modulators of human M1 muscarinic receptor; P11229; CHO-K1 hM1, Fluo-8 calcium fluorescence, ACh EC20; 0% = ACh EC20, 100% = maximal ACh; activation, % at 3 µM; actives 0.088% (n = 360,000); AID 588819; in the data active = activation above about 19%, passing the limit was not always enough
# Target sequence (P11229 whole entry, looked up): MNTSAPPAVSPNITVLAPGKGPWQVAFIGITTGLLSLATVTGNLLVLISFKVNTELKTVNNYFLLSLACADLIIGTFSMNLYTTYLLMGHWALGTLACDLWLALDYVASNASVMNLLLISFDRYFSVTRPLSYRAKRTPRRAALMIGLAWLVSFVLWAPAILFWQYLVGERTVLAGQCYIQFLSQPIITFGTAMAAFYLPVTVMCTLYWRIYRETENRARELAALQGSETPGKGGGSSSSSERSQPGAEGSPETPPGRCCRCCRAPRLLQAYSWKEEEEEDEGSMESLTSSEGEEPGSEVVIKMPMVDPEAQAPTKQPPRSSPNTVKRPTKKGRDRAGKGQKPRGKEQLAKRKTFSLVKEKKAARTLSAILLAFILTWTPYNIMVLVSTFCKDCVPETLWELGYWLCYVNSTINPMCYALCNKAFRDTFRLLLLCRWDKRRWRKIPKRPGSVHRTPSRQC
# CHO parental Ca: counter-screen for OX1R antagonists: effect in parental CHO cells; inhibition, % at 5.6 µM; parental CHO-K1, ATP-induced calcium, Fluo-8 fluorescence; actives 0.63% (n = 330,000);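 active = inhibition above that plate's mean sample inhibition plus 3 SD, cut at about 26% in these data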;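 note: 0% = ATP-challenged DMSO wells and 100% = DMSO wells without ATP; some compounds past the cut are filed as inactive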
#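 Assay system: untransfected parental CHO cell line. Also added: ATP agonist challenge. Dosing: one dose, 5.6 µM nominal. Measured by: Fluo-8 fluorescence. Read-out: % inhibition. Benchmarks: ATP wells versus no-ATP DMSO wells. Repeats: no replicates.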
# V1aR counter: V1a receptor agonism, counter-screen for OXTR agonists; CHO-V1R cells, Fluo-8 calcium fluorescence, agonist mode; 0% DMSO, 100% 3 nM vasopressin; activation, % at 3 µM; actives 0.25% (n = 320,000); AID 2797;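 active = activation above the mean activation of all tested compounds plus 3 SD, per screening run, cut at about 20% in these data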;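 note: signal is peak over basal fluorescence ratio across a 100 second FLIPR read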
# CHRM1 agonist: human M1 muscarinic receptor agonism. CHO-K1 hM1, Fluo-8 calcium fluorescence, agonist mode; 0% DMSO, 100% acetylcholine EC100. P11229. activation, % at 3 µM. actives 0.33% (n = 360,000). AID 588814;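 active = activation above the run's mean compound activation plus 3 SD, cut at about 16% in these data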;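 note: peak over basal fluorescence ratio within a 140 s kinetic read after compound addition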
# OXTR ag: activates the human oxytocin receptor; CHO-OTR cells, Fluo-8 calcium fluorescence; normalized: DMSO 0%, oxytocin 100%; activation, % at 3 µM; actives 0.32% (n = 320,000); AID 2435;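 active = activation above the mean of all tested compounds plus 3 SD, cutoff set per screening run, cut at about 20% in these data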;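 note: peak over basal fluorescence ratio from a 100 s FLIPR kinetic read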
# CHRM1 antagonist: antagonists of human M1 muscarinic receptor; CHO-K1 hM1, Fluo-8 calcium fluorescence, ACh EC80 antagonist; P11229; actives 1.3% (n = 360,000); inhibition, % at 3 µM;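 active = percent inhibition above its own plate's cutoff, namely the mean of that plate's compound wells plus 3 SD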;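 note: peak over basal fluorescence ratio during 140 s after agonist addition; 0% = ACh EC80 plus DMSO and 100% = DMSO alone without agonist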
# Active calls of the source: *; . = not tested or not shown.
No. | smiles | TAAR1 agonist | OXTR potentiate | TAAR1 antagonist | M1 PAM | CHO parental Ca | V1aR counter | CHRM1 agonist | OXTR ag | CHRM1 antagonist
1 | COc1cccc(-c2nn(-c3ccccc3)cc2C(=O)n2nnc3ccccc32)c1 | 6 | 4 | 12 | 5 | 5 | -0.4 | -2 | 0.1 | -4
2 | CCN1C(=O)C2(/C(=C(\O)c3ccc4c(c3)OCCO4)C(=O)C(=O)N2CCCOC)c2ccccc21 (configuration not stated) | 3 | 2 | 0 | 4 | -7 | 0.5 | -1 | 0.8 | 5
3 | C=C(C)Cn1c(-c2cccc([N+](=O)[O-])c2)n[nH]c1=S | 6 | -22 | 2 | 5 | -3 | 0.8 | -4 | -1.3 | -4
4 | O=C(N/N=C/c1ccccn1)C(=O)N1CCCCCC1 | 2 | -5 | -15 | 23 | -1 | 0.2 | 4 | -0.8 | -17
5 | COc1cc(OC)cc(-c2c(-c3ccc(F)cc3)c3cc(-c4ccc5[nH]ccc5c4)ccc3n2C)c1 | 4 | -5 | -8 | 10 | -10 | -0.6 | -3 | 0.8 | -6
6 | O=C(c1ccc(Cl)cc1)[C@@H]1[C@@H]2C(=O)N(c3ccc(Cl)cc3)C(=O)[C@@H]2C2c3ccccc3C=NN21 (some centres not stated) | 5 | -11 | -24 | 4 | -15 | 4.4 | -6 | 1.9 | -4
7 | CCN(CC)c1ccc(/C=N/NC(=O)c2ccoc2C)cc1 | 6 | -6 | 1 | -2 | -10 | 1.2 | -4 | -2.7 | -2
8 | CC(=O)c1c(C)[nH]c(C(=O)Nc2ccc(Cl)cc2F)c1C | 6 | -12 | 1 | 10 | -13 | 7.1 | -1 | 3.6 | -8
9 | Cc1nn(C(=O)CNS(=O)(=O)c2ccccc2)c(C)c1Sc1ccc(Cl)cc1 | 5 | -4 | 14 | -6 | 0 | 0.4 | -5 | -1.1 | 2
10 | CCC(CO)Nc1ccc(-c2n[nH]c(=O)c3ccccc23)cc1[N+](=O)[O-] (configuration not stated) | 2 | -14 | 12 | 0 | -7 | 6.2 | -1 | 3.8 | 8
11 | O=C(Cc1ccccc1)Nc1ccc(C(=O)O)cc1 | 8 | -2 | -6 | 9 | -6 | 2.8 | -1 | 1.8 | 2
12 | COc1cc(NC(=O)Cn2cnc(C(=O)Nc3ccc(C)c(C)c3)n2)cc(OC)c1OC | 0 | . | -22 | 10 | -31 | . | -6 | . | -15
13 | CCc1ccc(C2C(C#N)=C(N)Oc3n[nH]c(CC(=O)OC)c32)cc1 (configuration not stated) | 1 | -7 | 3 | 0 | -12 | 0.2 | -2 | 0.7 | 3
14 | O=C(Cc1ccccc1)NCCc1c[nH]c2ccccc12 | -1 | -6 | 15 | 8 | -5 | 0.1 | -2 | -0.8 | -12
15 | CC(=O)Nc1cc(C(=O)NCc2ccco2)ccc1Sc1ccc(C)cc1 | -1 | -5 | -12 | 11 | -8 | -0.5 | -7 | -1.2 | -14
16 | CCCc1cc(=O)[nH]c(SCC(=O)c2ccc3c(c2)OCCO3)n1 | 4 | -3 | -6 | 6 | -11 | 0.2 | -6 | -1.0 | -5
17 | CC(C)c1cccc(C(C)C)c1NC(=O)COC(=O)[C@H](C)NC(N)=O | 3 | 10 | -15 | 0 | -8 | 0.7 | -5 | 0.8 | 9
18 | Cc1ccc(C(=O)NCCc2cccs2)cc1 | 0 | -11 | -1 | 15 | -2 | -1.1 | -11 | -2.3 | -7
19 | Cc1ccc(Oc2nc(-c3ccccn3)nc3ccccc23)cc1 | 1 | -3 | -8 | 17 | -7 | -1.1 | 0 | -2.5 | -16
20 | NCCCCC(N)c1cn([C@@H](CCC(=O)O)C(=O)N2CCNCC2)nn1 (some centres not stated) | 6 | 0 | -2 | 4 | -2 | 0.4 | -2 | 0.3 | 3
21 | CCCCc1n[nH]c2c1/C(=N/O)CC(c1ccccc1)C2 (configuration not stated) | 17 | -9 | -2 | 7 | -6 | -0.8 | -3 | -1.4 | -1
22 | CCOC(=O)C1(Cc2ccccc2)CCN(Cc2cccc3nccnc23)CC1 | 1 | -14 | 4 | 0 | -27 | 1.9 | -10 | -0.2 | -4
23 | CCOc1ccc(OCCCCn2cnc3ccccc3c2=O)cc1 | 0 | -1 | -25 | 9 | -30 | 0.9 | -1 | 2.5 | -3
24 | O=C(Nc1ccc2c(c1)C(=O)NC2=O)c1ccccc1Cl | 0 | -5 | 5 | 6 | -6 | 0.5 | -2 | -0.5 | -14
25 | O=C(COC(=O)c1cccc(NS(=O)(=O)c2ccc(F)c(F)c2)c1)NC(=O)NC1CCCC1 | 1 | -8 | -36 | -3 | -12 | 0.2 | -6 | 0.3 | 4
26 | O=C(NCCCn1ccnc1)C(=O)NCC1OCCN1S(=O)(=O)c1ccc(Br)cc1 (configuration not stated) | 2 | -4 | -8 | 5 | -11 | -0.3 | -5 | -0.6 | -6
27 | CC(C)CC1C(=O)N(Cc2cn(CCC3OCCCO3)nn2)CCS(=O)(=O)N1Cc1ccc(-c2cccc(N(C)C)c2)cc1 (configuration not stated) | 4 | . | 4 | 0 | . | . | -2 | . | 2
28 | NC(=O)CN1CCN(CCN2C(=O)c3cccc4cccc(c34)C2=O)CC1 | 0 | -2 | -5 | 2 | -5 | 0.5 | -4 | 0.1 | -5
29 | COc1ccccc1-c1csc(C(O)c2ccccc2)n1 (configuration not stated) | -1 | . | -24 | -8 | . | . | -5 | . | 17
30 | O=C(COC(=O)c1c(F)cccc1F)NCc1cccs1 | 2 | 7 | -6 | 7 | -16 | 1.2 | -1 | 0.3 | -13
31 | COc1ccc(-c2[nH]c(-c3ccc4c(c3)OCO4)nc2-c2ccccc2)cc1 | 11 | -13 | 35 | -1 | -7 | -0.2 | -2 | -2.0 | 5
32 | O=C(Oc1cccc(NC(=O)c2ccccc2Cl)c1)c1ccc([N+](=O)[O-])cc1 | 7 | -11 | 24 | 1 | 3 | -0.3 | -4 | -0.1 | 4
33 | COC(=O)c1ccccc1NC(=O)C1CCCN(S(C)(=O)=O)C1 (configuration not stated) | 7 | 7 | -5 | 10 | -3 | 0.0 | 2 | 1.6 | -34
34 | Cc1c(NC(=O)CSc2cccc3cccnc23)c(=O)n(-c2ccccc2)n1C | 3 | 1 | 2 | 9 | 25* | 0.2 | -5 | 0.4 | -3
35 | N#CC1=C2SCN(Cc3ccccc3)CN2C(=O)CC1c1ccccc1F (configuration not stated) | . | -4 | . | 14 | -6 | -0.2 | 0 | -0.1 | -11
36 | O=C1Nc2cccc3c2N(CCC3)C2=C1CCC2 | 2 | . | -6 | 11 | . | . | -5 | . | -14
37 | Cn1nnnc1SCC(=O)Nc1ccc2c(c1)OCCO2 | 1 | -8 | -7 | 6 | -9 | -0.5 | -5 | 0.2 | 0
38 | CCc1nc2sc3ccccc3c(=O)c2c(=O)n1Cc1ccc(OC)cc1 | 6 | -5 | -49 | 3 | -28 | -0.7 | 2 | -1.9 | -9
39 | COc1ccc(C(=O)COC(=O)CNC(=O)c2ccc(OC)cc2)cc1 | 3 | 2 | 14 | 18 | -5 | -0.1 | -3 | -1.3 | -17
40 | CN(c1cc(=O)n2ccccc2n1)C1CCCCC1 | 3 | 0 | -4 | 6 | -6 | 0.0 | -5 | -1.4 | -3
41 | CC(C)(C)C(=O)/C=c1\[nH]c(=O)/c(=C\c2ccccc2F)s1 | -2 | -10 | -6 | 5 | -21 | -0.9 | -3 | -0.7 | -2
42 | Cn1c(=O)c(C(=O)NCc2ccc(Cl)cc2)c(O)c2ccccc21 | -1 | -5 | -12 | 2 | 0 | 0.4 | -1 | 0.3 | -7
43 | O=C1c2ccccc2NC(c2cccc(O)c2)N1c1ccccc1 (configuration not stated) | 3 | -1 | -6 | 6 | -1 | 0.0 | -5 | -0.2 | -7
44 | COCCCNC(=O)CCn1c(=O)c2ccccc2n(CC(=O)Nc2cc(Cl)ccc2C)c1=O | 0 | -5 | -1 | -5 | -22 | 0.5 | -5 | -0.3 | 3
45 | CCOC(=O)Nc1ccc(NC(=O)OCC)cc1 | 12 | -5 | -6 | 12 | -9 | 1.1 | -2 | -0.6 | -20
46 | Cn1c(NC(=O)Cc2cccc3ccccc23)cc(=O)n(C)c1=O | 5 | -6 | -12 | 11 | 8 | 3.3 | 2 | 2.3 | -11
47 | CC(=O)NCCc1nc2cc(NC(=O)c3ccccc3Cl)ccc2n1C | 2 | . | -12 | 2 | . | . | 1 | . | -3
48 | COC(=O)C(Cc1cnc(Cl)s1)(C(=O)OC)c1ccc(C(F)(F)F)cc1[N+](=O)[O-] | 10 | 0 | 29 | -7 | -28 | -1.4 | -3 | -1.8 | 15
49 | O=C(NCCc1nnc2ccc(NCC3CCCO3)nn12)c1ccccc1 (configuration not stated) | 2 | 2 | 10 | 8 | -3 | 1.2 | -1 | 1.2 | -3
50 | CCc1cccc2c(C(=O)CSc3nnc(-c4ccncc4)n3C)c[nH]c12 | 1 | -4 | -26 | 5 | -1 | -0.4 | -6 | 0.3 | -2

# Remaining list, next part.
No. | smiles | TAAR1 agonist | OXTR potentiate | TAAR1 antagonist | M1 PAM | CHO parental Ca | V1aR counter | CHRM1 agonist | OXTR ag | CHRM1 antagonist
51 | Cc1ccc(NS(=O)(=O)c2ccc3c(c2)NC(=O)CCS3)c(C)c1 | 4 | -6 | 9 | -6 | -9 | 8.0 | 3 | 5.5 | 12
52 | CC(C)CC1COC(=O)N1 (configuration not stated) | 7 | 0 | -3 | 3 | -8 | 0.6 | -2 | -0.1 | 4
53 | COCC1CCCCN1C(=O)c1ccc2oc(CCCc3ccccc3)nc2c1 (configuration not stated) | 3 | -8 | -32 | 6 | -16 | 4.0 | 1 | -0.3 | -7
54 | CCOC(=O)N1CCN(C(=O)c2ccc(C)c(S(=O)(=O)N3CCCCC3)c2)CC1 | 0 | -7 | -29 | -4 | -3 | 1.4 | -6 | 0.0 | 14
